High-throughput results deposited in PubChem BioAssay by National Center for Advancing Translational Sciences (NCATS).
RXFP1 ag = agonists of human relaxin receptor RXFP1 | Q9HBX9 | HEK293T-RXFP1 cAMP TR-FRET, 30 min; response scale: percent of porcine relaxin response, buffer zero | AID 2676 | hit rate 0.3% among 370,000 | Potency, µM (doses to about 57.5 µM), inactives show at the highest dose activation, actives largely listed as activators; further: potency means the concentration at half of the fitted maximal effect; on the % scale 0 is the no-effect control and ±100 the full control effect; nearly all actives have a fitted effect of over 60% in size; many of its hits are not listed in these tables
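HEK293 cells stably expressing RXFP1, treated 30 min at 37C with compounds plus PDE4 inhibitor Ro 20174; cAMP measured by HTRF TR-FRET. Normalized to buffer and 29 nM porcine relaxin; EC50 by Hill fit.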
LDHA block = blocks human lactate dehydrogenase A | purified LDHA, NADH/diaphorase-resazurin fluorescence; stronger effect = lower value | hit rate 0.15% among 480,000 | P00338 | activity change, % (values are at about 110 or 230 µM); in the data active means activity change below about -30%; inconclusive means mostly about -25% to -30%;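 further: plate controls were DMSO wells for no effect and wells without enzyme for full effect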
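Human LDH5 at 2 nM final in Tris HCl pH 7.4 with 0.06 mM NADH and 0.2 mM pyruvate, reacted 5 minutes at room temperature. Remaining NADH coupled via diaphorase/resazurin; resorufin fluorescence read at 0 and 20 minutes, normalized to enzyme-free and DMSO wells.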
Vif-A3F inh = Vif-A3F binding inhibition. Potency, µM (highest dose often 46.1 µM), inactives show top-dose activity, negative = active. hit rate 0.2% among 390,000. HeLa A3F-eYFP + Vif (tagged APOBEC3F with the HIV-1 protein that degrades it), YFP fluorescence increase; further: potency means the concentration at half of the fitted maximal effect; % of control where 0% means no effect; nearly all actives have a fitted effect of over 65% in size
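HeLa cells stably expressing A3F-eYFP plus Vif, plated and incubated overnight at 37 deg C, then exposed to compounds overnight at 37 deg C. Blocked degradation read as raised yellow fluorescence (Ex 488/Em 500-530).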
USP1 inh = inhibitors of human USP1/UAF1 deubiquitinase; O94782; AID 743255; hit rate 0.23% among 390,000; Potency, µM (series often up to 57.1 µM), for the others: at the top dose activity change, negative = inhibition, actives largely listed as inhibitors; recombinant USP1/UAF1, Ub-Rhodamine cleavage fluorescence; further: potency means the concentration at half of the fitted maximal effect; on the % scale 0 is the no-effect control and ±100 the full control effect; nearly all actives have a fitted effect of over 60% in size; inactives centre near -12
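In this screen, compounds sit with the deubiquitinase complex (1nM) for 15 min at room temperature before Ub-Rho is added at 150nM final. Fluorescence rise is then followed for 6 reads every 60 seconds.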
mIDH1 inhibitor = inhibitors of human mutant IDH1 R132H; hit rate 0.093% among 390,000; O75874; Potency, µM (titrated, usually from 76.6 µM), for the others: at the top dose activity change, negative = inhibition, most hits filed as inhibitors; IDH1-R132H enzyme, NADPH consumption, diaphorase/resazurin fluorescence; further: potency means the concentration at half of the fitted maximal effect; on the % scale 0 is the no-effect control and ±100 the full control effect; nearly all actives have a fitted effect of over 65% in size
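IDH1-R132H (0.5 ug/mL) preincubated 30 min with compound, then NADPH (0.016 mM) and alpha-KG (2 mM) added; 80 min at RT, pH 7.5. Remaining NADPH coupled via diaphorase/resazurin to fluorescence (540/590 nm); concentration-response curves normalized to no-enzyme control.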
Glioma ERSR ind = ER stress response induction in glioma; U87-MG GRP78 promoter luciferase reporter, 16 h; Potency, µM, inactives show at the highest dose activation, usual class: activators; hit rate 0.02% among 420,000; further: potency means the concentration at half of the fitted maximal effect; series mostly up to about 76 µM; % of control where 0% means no effect; nearly all actives have a fitted effect of over 35% in size
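ERSR induction read as luciferase luminescence (Bright-Glo, 10 min at room temperature) in stably transfected human U87-MG glioma cells exposed to compounds for 16 h, using GRP78 as sensor.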
TrxR1 substrate = is turned over as a substrate by rat TrxR1; O89049; purified TrxR1 substrate turnover, NADPH consumption readout; Potency, µM (top dose mostly 114 µM), without a hit: at the top dose activity change, negative = substrate turnover; hit rate 0.01% among 390,000; AID 588456; further: potency means the concentration at half of the fitted maximal effect; on the % scale 0 is the no-effect control and ±100 the full control effect; nearly all actives have a fitted effect of over 50% in size
Target sequence (O89049 whole entry, looked up): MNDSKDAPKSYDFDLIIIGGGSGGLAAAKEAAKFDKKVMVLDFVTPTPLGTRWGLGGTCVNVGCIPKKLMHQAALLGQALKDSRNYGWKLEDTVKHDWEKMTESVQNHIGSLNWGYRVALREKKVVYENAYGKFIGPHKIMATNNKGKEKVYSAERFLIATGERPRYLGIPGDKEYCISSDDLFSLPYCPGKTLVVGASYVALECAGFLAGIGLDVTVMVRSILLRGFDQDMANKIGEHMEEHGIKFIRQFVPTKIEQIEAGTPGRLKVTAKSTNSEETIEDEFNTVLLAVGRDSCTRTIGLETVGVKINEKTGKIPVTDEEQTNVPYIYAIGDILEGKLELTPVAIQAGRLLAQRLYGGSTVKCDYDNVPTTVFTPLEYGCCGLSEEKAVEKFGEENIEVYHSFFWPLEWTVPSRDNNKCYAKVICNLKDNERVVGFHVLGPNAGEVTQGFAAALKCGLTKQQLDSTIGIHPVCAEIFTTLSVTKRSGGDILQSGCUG
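Rat TrxR1, dispensed at 90 nM, was prereduced with 400 uM NADPH (final) for 5 min at ~22 deg C, then incubated with compound 15 min before 400 uM selenite. A first-read NADPH fluorescence drop versus no-compound background flagged substrates.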
Vif-A3G inh = blocks the Vif interaction with human APOBEC3G; HeLa A3G-eYFP + Vif (tagged APOBEC3G with the HIV-1 protein that degrades it), YFP fluorescence, overnight; hit rate 0.076% among 410,000; AID 602310; Potency, µM (series often up to 46.1 µM), for inactives: at the highest dose activity, negative = active, most hits filed as inhibitors; Q9HC16;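 further: potency means the concentration at half of the fitted maximal effect; on the % scale 0 is the no-effect control and ±100 the full control effect; nearly all actives have a fitted effect of over 60% in size; hits raise eYFP signal because A3G escapes Vif-driven loss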
Target sequence (Q9HC16 whole entry, looked up): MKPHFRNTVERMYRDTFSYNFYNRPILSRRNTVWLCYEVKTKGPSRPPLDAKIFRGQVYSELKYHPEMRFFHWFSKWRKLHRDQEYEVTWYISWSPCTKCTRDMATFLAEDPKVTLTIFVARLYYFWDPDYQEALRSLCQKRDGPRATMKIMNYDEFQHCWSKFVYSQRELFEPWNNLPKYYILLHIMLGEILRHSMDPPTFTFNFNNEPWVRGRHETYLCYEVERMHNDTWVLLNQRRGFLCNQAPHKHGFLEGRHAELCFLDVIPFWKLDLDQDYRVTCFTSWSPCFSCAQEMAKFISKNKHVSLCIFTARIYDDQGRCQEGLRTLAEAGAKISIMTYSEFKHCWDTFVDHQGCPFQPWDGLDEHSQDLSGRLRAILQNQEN
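HeLa cells stably expressing Vif and C-terminally eYFP-tagged A3G, seeded overnight at 37 deg C, then exposed to compound by pintool overnight at 37 deg C. Rise in yellow fluorescence (Ex 488/Em 500-530, Acumen) marks blocked Vif-driven A3G degradation.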
PI4K2A block = inhibitors of human PI4K2A. Q9BTU6. activity change, negative = inhibition, % at 76.9 µM. purified PI4K2A, ADP-Glo luminescence, 1 h; stronger effect = lower value. hit rate 0.13% among 420,000; in the data active means activity change below about -50%; inconclusive means mostly about -30% to -49%;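 further: -100% = wells without enzyme as full effect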
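Compounds are screened against recombinant PI4K2A using PI as substrate and ATP, the latter dispensed at 300 microM. Reactions run one hour at ambient temperature before ADP-Glo detection; full inhibition defined by wells lacking enzyme.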
Active calls of the source: *; ? = inconclusive; . = no result given; & = joins results of further samples; [ ] = dose if it differs, or a comment. Unless noted, the call rests on the fitted dose curve; in most records, active means well fitted curve in the direction sought with a large enough effect; inconclusive means small, poorly fitted or top-dose-only effect, or another doubt; inactive means no such curve, though single readings can be large; an effect the other way counts as inactive or inconclusive.

SMILES	RXFP1 ag	LDHA block	Vif-A3F inh	USP1 inh	mIDH1 inhibitor	Glioma ERSR ind	TrxR1 substrate	Vif-A3G inh	PI4K2A block
COc1ccc(N2CCN(c3nc(Cl)nc(Nc4ccc(F)cc4)n3)CC2)cc1	0.3%	-2	-8%	-13%	4%	-5%	-17%	-17%	-2
COc1ccc(-c2c(C)nn3c(N4CCOCC4)cc(C)nc23)cc1OC	-0.4%	-5	-10%	-23%	5%	0%	10%[57.1 µM]	-1%	0
CC(=O)Nc1ccc(S(=O)(=O)Nc2nc3ccc(C)cc3s2)cc1	0.7%	-1	10%	-13%	-6%	-1%	3%	1%	-2
CCOc1ccc(NS(=O)(=O)c2cccc(C(=O)NCC3(N(C)C)CCCCC3)c2)cc1	1.1%	4	5%	-18%	0%	-2%	4%	-7%	3
Cc1ccccc1NC(=O)COc1ccc(Br)cc1C	0.6%	-1	3%	-20%	3%	0%	6%[57.1 µM]	-11%	-2
Cc1nn(C(C)C(=O)NCC2CCCO2)c(=O)c2cc3occc3n12 (configuration not stated)	?	-1	5%	-3%	1%	-1%	-2%	2%	0
Cc1nc2ccc(S(=O)(=O)NC(C(=O)NCc3ccc(Cl)cc3)C(C)C)cc2s1 (configuration not stated)	6.5%	0	5%	-26%	12%	-1%	-2%	0%	2
COC(=O)c1[nH]c2ccc(C)cc2c1NC(=O)NC1CCCCC1	-1.6%	-4	3%	-19%	1%	-4%	9%[57.1 µM]	-6%	-8
Cc1ccc(/C=C2\C(=N)N3N=C(CC(=O)N4CCOCC4)SC3=NC2=O)o1	0.8%	0	0%	-26%	0%	-5%	-8%	7%	-10
O=C(NCCc1nc2ccccc2n1Cc1c(F)cccc1Cl)c1ccco1	-0.2%	-3	2%	-26%	7%	-2%	-4%	5%	-1
CC1CN(C(=O)/C=C/c2cccc([N+](=O)[O-])c2)CC(C)O1 (configuration not stated)	.	1	-2%	-6%	4%	-1%	5%[57.1 µM]	0%	-6
O=C1CCCC2=C1CC(C(=O)OCc1ccccc1)C(=O)N2Cc1ccccc1 (configuration not stated)	.	2	10%	-8%	11%	0%	1%	0%	-7
Cc1ccc(C(=O)N(C)CC(=O)Nc2ccc(F)c(F)c2F)o1	-0.4%	-4	-4%	-9%	2%	-3%	-4%[57.1 µM]	0%	-1
Cc1ccc(-c2c(C)n3c4c(=O)n(C)c(=O)n(C)c4nc3n2CCCO)cc1	30%	0	8%	-23%	-14%	-8%	3%	-23%	-5
O=C(CCc1nc(-c2ccc(Cl)cc2)no1)OCc1ccc(Br)cc1	.	2	-1%	-14%	4%	4%	-6%	1%	-2
Cc1ccccc1-n1c([C@@H]2C[C@H]2c2ccccc2)n[nH]c1=S	0.6%	-5	-9%	-3%	-2%	-5%	4%[57.1 µM]	5%	2
COC(=O)c1ccc(NC(=O)c2ccc[n+]([O-])c2)cc1	2.5%	3	1%	-2%	4%	0%	-2%	-3%	3
COc1ccc(CNC(=O)C2CCN(C(=O)N3CCOc4ccc(C)cc43)CC2)cc1	-0.2%&-0.5%	-4&-12	-8%	-9%&-21%	1%	-4%	6%&-4%	-6%	-4&1
COC(=O)c1ccccc1NC(=O)CCn1c(=O)oc2ccccc21	1.0%	-2	0%	-2%	-10%	3%	0%	3%	1
COc1ccc(CCC(=O)NCc2nc3cccnc3n2Cc2ccc(OC)cc2)cc1	-0.3%	-3	10%	-4%	-11%	-1%	-1%[57.1 µM]	10%	0
COc1cccc(/C=N/NC(=O)c2cccc3ccccc23)c1OC	.	-1	-3%	-20%	-7%	-3%	9%	2%	-2
COc1ccc(NCc2cc3cc4c(cc3n(CC(=O)Nc3ccc(F)cc3F)c2=O)OCO4)cc1	2.3%	26	-13%	?	15%	-1%	0%	7%	-3
Cc1cc(Cl)c(OCCOCCN2CCC(C)CC2)c(Br)c1	1.6%	-14	3%	0%	4%	-2%	3%	-3%	3
COC(=O)c1ccc(/C=C/c2c(-c3ccc(OC)cc3)sc3ccccc23)cc1	.	-2	2%	-11%	8%	2%	3%[57.1 µM]	-18%	-5
O=C(CSc1nnc(CNC(=O)c2cccs2)o1)Nc1ccccc1C(F)(F)F	1.9%	-3	-5%	-29%	-9%	-3%	1%	-1%	1

Ordered by length of the SMILES (falling): part of the list above.
SMILES	RXFP1 ag	LDHA block	Vif-A3F inh	USP1 inh	mIDH1 inhibitor	Glioma ERSR ind	TrxR1 substrate	Vif-A3G inh	PI4K2A block
COc1ccc(NCc2cc3cc4c(cc3n(CC(=O)Nc3ccc(F)cc3F)c2=O)OCO4)cc1	2.3%	26	-13%	?	15%	-1%	0%	7%	-3
CCOc1ccc(NS(=O)(=O)c2cccc(C(=O)NCC3(N(C)C)CCCCC3)c2)cc1	1.1%	4	5%	-18%	0%	-2%	4%	-7%	3
COc1ccc(CNC(=O)C2CCN(C(=O)N3CCOc4ccc(C)cc43)CC2)cc1	-0.2%&-0.5%	-4&-12	-8%	-9%&-21%	1%	-4%	6%&-4%	-6%	-4&1
COc1ccc(CCC(=O)NCc2nc3cccnc3n2Cc2ccc(OC)cc2)cc1	-0.3%	-3	10%	-4%	-11%	-1%	-1%[57.1 µM]	10%	0
CC1CN(C(=O)/C=C/c2cccc([N+](=O)[O-])c2)CC(C)O1 (configuration not stated)	.	1	-2%	-6%	4%	-1%	5%[57.1 µM]	0%	-6
COc1ccc(-c2c(C)nn3c(N4CCOCC4)cc(C)nc23)cc1OC	-0.4%	-5	-10%	-23%	5%	0%	10%[57.1 µM]	-1%	0
O=C(CCc1nc(-c2ccc(Cl)cc2)no1)OCc1ccc(Br)cc1	.	2	-1%	-14%	4%	4%	-6%	1%	-2
O=C(NCCc1nc2ccccc2n1Cc1c(F)cccc1Cl)c1ccco1	-0.2%	-3	2%	-26%	7%	-2%	-4%	5%	-1
COC(=O)c1[nH]c2ccc(C)cc2c1NC(=O)NC1CCCCC1	-1.6%	-4	3%	-19%	1%	-4%	9%[57.1 µM]	-6%	-8
Cc1cc(Cl)c(OCCOCCN2CCC(C)CC2)c(Br)c1	1.6%	-14	3%	0%	4%	-2%	3%	-3%	3
Cc1ccccc1NC(=O)COc1ccc(Br)cc1C	0.6%	-1	3%	-20%	3%	0%	6%[57.1 µM]	-11%	-2

(cont.)
SMILES	RXFP1 ag	LDHA block	Vif-A3F inh	USP1 inh	mIDH1 inhibitor	Glioma ERSR ind	TrxR1 substrate	Vif-A3G inh	PI4K2A block
Cc1ncsc1CCOC(=O)c1ccc(Cl)cc1	1.7%	3	5%	-9%	5%	1%	7%	1%	4
COC(=O)c1ccc(C2c3[nH]c4ccccc4c3C[C@H]3C(=O)N(C4CC4)CC(=O)N23)cc1 (some centres not stated)	0.1%	0	10%	-15%	10%	7%	6%	-4%	-13
COc1cccc(CC(=O)Nc2ccc3nc(N4CCC(C)CC4)cc(C)c3c2)c1	-0.1%	3	-1%	?	-8%	-2%	42%[activator]	2%	3
O=C(/C=C/c1cccc([N+](=O)[O-])c1)c1ccc2c(c1)OCCO2	4.4%	1	2%	-7%	8%	?	0%	-15%	8
O=C(Nc1ccccc1F)c1ccn[nH]1	3.9%	-6	-24%	-20%	0%	1%	10%[57.1 µM]	0%	0
CCCc1nnc(NC(=O)CSc2nnc(-c3ccco3)n2C)s1	24%	-10	7%	-5%	-8%	-4%	1%	0%	-1
CSc1ccc(S(=O)(=O)N(CC(=O)NCc2ccccn2)c2ccc(C)cc2)cc1	0.2%	0	-25%	-3%	7%	10%	8%[0.457 µM]	-4%	0
O=C(CNS(=O)(=O)c1cccc(C(F)(F)F)c1)Nc1ccccc1F	0.5%	-3	0%	-2%	8%	-2%	-1%	-3%	11
COc1ccc(/C=C/c2nnc(NC(=O)C(C)(C)C)s2)cc1	-0.6%	-9	-8%	-16%	-1%	3%	33%[activator][57.1 µM]	0%	-1
COc1cc(C(=S)N2CCOCC2)ccc1OC(=O)Cc1ccc(F)cc1	-1.6%	0	3%	-17%	7%	-2%	-4%	2%	8
CN(C(=O)c1cccc(NC(=O)Cc2ccc(NC(=O)C3CCN(S(=O)(=O)c4cccc([N+](=O)[O-])c4)CC3)cc2)c1)C1CC1	.	-13	0%	-25%	-3%	-3%	0%	-1%	-5
CC(=O)NC(c1ccccc1)c1nc(-c2ccc(F)c(Cl)c2)cs1 (configuration not stated)	.	-8	.	.	.	3%	.	-5%	0
COc1ccc(C(CCN2CCCC(C)C2)c2c(OC)cc(OC)c3c(C)cc(=O)oc23)cc1 (configuration not stated)	0.2%	1	-6%	-24%	-7%	0%&0%	2%&4%	1%&4%	-6
Cc1cccc(Nc2nc(NCc3ccco3)nc(N)c2[N+](=O)[O-])c1	0.1%	-2	-5%	?	3%	-1%	2%	-12%	-3
O=C(c1cc(C(=O)NCCc2ccccc2)c(=O)n(CCc2ccccc2)c1)c1cc(Cl)ccc1O	-0.5%	-9	5%	-15%	4%	-3%	-12%	-6%	1

Only part of the results is shown; count on the stated rates, not on these rows.
